# TRPC6 inh: mouse TRPC6 channel inhibition; AID 2553; HEK293-TRPC6, membrane potential dye, ACh-evoked depolarization; stronger effect = lower value; hit rate 1.1% among 310,000; B-score at 10 µM; Q61143;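 active = B-score under library mean minus 3 SD, initial fluorescence not abnormally high, positive integrated signal ratio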;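 also: B-score derived from integrated fluorescence ratio over the kinetic read; more negative B-score means stronger inhibition of depolarization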
# MrgX1 antag: antagonists of human MrgX1 receptor; hit rate 1.3% among 310,000; B-score at 10 µM; Q96LB2; MRGX1-HEK293 calcium flux, Fluo-4, BAM8-22 antagonism; stronger effect = lower value;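 active = calcium-response B-score plate-corrected more than 3 library SD below zero, starting fluorescence within 5 deviations, no agonist response on first addition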;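 also: peak minus trough fluorescence over baseline after final BAM8-22 challenge near maximal dose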
# Target sequence (Q96LB2 whole entry, looked up): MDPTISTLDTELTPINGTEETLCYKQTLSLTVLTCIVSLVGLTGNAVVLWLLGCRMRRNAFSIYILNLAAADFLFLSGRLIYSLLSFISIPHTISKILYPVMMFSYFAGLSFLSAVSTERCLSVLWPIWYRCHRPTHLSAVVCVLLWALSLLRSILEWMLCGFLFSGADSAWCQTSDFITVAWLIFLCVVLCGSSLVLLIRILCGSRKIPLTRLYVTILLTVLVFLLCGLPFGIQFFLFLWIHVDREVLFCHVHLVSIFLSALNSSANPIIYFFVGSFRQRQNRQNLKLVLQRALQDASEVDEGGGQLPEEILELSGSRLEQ
# TRPC4 agonist: opens the mouse TRPC4 cation channel | AID 2237 | B-score at 10 µM | hit rate 0.49% among 310,000 | Q9QUQ5 | HEK293 TRPC4beta/mu-opioid, Fluo4 calcium fluorescence; stronger effect = higher value;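 active = B-score above 5 SD of library B-scores, and initial fluorescence ratio not above library mean plus 5 SD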;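 also: positive B-score marks a calcium rise read as TRPC4 activation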
#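 system = HEK293 cells stably co-expressing mouse TRPC4beta and mu-opioid receptor | schedule = Fluo4 dye loading 45 min at room temperature, 110 s recording | measure = B-scored integrated calcium fluorescence ratio | signal = Fluo4 calcium-sensitive dye fluorescence, kinetic, 1 Hz baseline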
# KLF5 inhibitor: suppresses KLF5 promoter-driven expression. DLD-1 KLF5 promoter-luciferase reporter, luminescence. hit rate 0.23% among 290,000. AID 1700. inhibition, % at 5 µM;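 active = inhibition above a per-plate limit of that plate's mean compound inhibition plus 3 SD, cut at about 60% in these data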;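 also: 0% = DMSO wells and 100% = LY294002 at 200 µM; higher means less KLF5 promoter-driven luciferase light; inactives centre near -14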
# IEC-6 tox: IEC-6 cytotoxicity, counter-screen for KLF5 inhibitors. luminescence viability. inhibition, % at 5 µM. hit rate 0.78% among 290,000. AID 1825; in the data active = inhibition above about 22%;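 also: 0% = plate median of test compound wells and 100% = cytotoxic reference compound wells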
# aSyn 5UTR inh: 5' untranslated region of α-synuclein, MLPCN primary screen; alpha-synuclein 5'UTR reporter, inhibitor activity; inhibition, % (tested at 7.5 µM); hit rate 0.82% among 300,000; AID 1813; in the data active = inhibition above about 60%;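 also: H4 neuroglioblastoma cells stably carrying SNCA 5'UTR luciferase fusion; 0% = DMSO wells and 100% = positive control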
# SKKanGAS inh: blocks kanamycin growth of S. pyogenes SKKanGAS strain; hit rate 1.3% among 300,000; BacTiter-Glo, 6 h; AID 1662; inhibition, % at 7.5 µM;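 active = mean replicate score, as percent of positive control median, at least 50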;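 also: strain carries kanamycin resistance gene driven by streptokinase promoter and grows in 40 µg/ml kanamycin; loss of luminescence reflects streptokinase promoter inhibition or plain growth inhibition; 0% = median of DMSO wells and 100% = positive control at its reference dose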
# TRPC4 inh: inhibitors of mouse TRPC4 channel | hit rate 0.39% among 300,000 | AID 2247 | B-score at 10 µM | Q9QUQ5 | HEK293 TRPC4beta/mu-opioid, DAMGO-evoked Fluo4 calcium flux; stronger effect = lower value;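 active = B-score over 3 SD under the library average, no early fluorescence shift, positive overall ratio signal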
#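 Material: HEK293 cells with stable TRPC4beta plus mu-opioid receptor expression; probe or stimulus: DAMGO in two steps, submaximal then maximal; technique: Fluo4 calcium fluorescence by kinetic imaging, 5 s 1 Hz baseline; measure: integrated fluorescence ratio relative to baseline, converted to per-well B score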
# TRPC4 PAM: TRPC4 (mouse) allosteric potentiation. Q9QUQ5. HEK293 TRPC4beta/mu-opioid, DAMGO EC20, Fluo-4 Ca2+ flux; stronger effect = higher value. B-score at 10 µM. hit rate 0.42% among 310,000;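 active = B-score of calcium response area above 5 SD of library B-scores, with initial fluorescence ratio within 5 SD of library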;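 also: B-score of integrated fluorescence ratio over time as area under calcium response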
# TRPC6 act: activators of mouse TRPC6 channel; B-score at 10 µM; Q61143; HEK293-TRPC6 membrane potential dye fluorescence; stronger effect = higher value; hit rate 0.13% among 310,000;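 active = B-score of the integrated fluorescence ratio above library mean plus 3 SD, and starting fluorescence ratio within library mean plus 5 SD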;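 also: higher score means more depolarization so channel activation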
# HIF activator: HIF pathway transcriptional activation. U2OS HRE-luciferase reporter, luminescence; normalized: DMSO 0%, desferrioxamine 100%. activation, % at 7.5 µM (by protocol). hit rate 0.32% among 300,000. AID 1910;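 active = mean activation of at least 10% of the iron chelator positive control signal, with at least half of replicates also reaching 10%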
# * marks the source's active call; other numbers are inactive results; i = inactive; · = no result given.
# Results follow in this order: TRPC6 inh, MrgX1 antag, TRPC4 agonist, KLF5 inhibitor, IEC-6 tox, aSyn 5UTR inh, SKKanGAS inh, TRPC4 inh, TRPC4 PAM, TRPC6 act, HIF activator
1: COc1ccc(Oc2nc(Oc3ccc(OC)cc3)nc(Oc3ccc(OC)cc3)n2)cc1
    i, -6.5*, i, -31, 4, 15, -1, i, i, i, 0.1
2: COc1cc(/C=C(\C#N)C(=O)Nc2ccc3c(c2)OCCO3)ccc1O
    i, i, i, -2, 10, -58, -1, i, i, i, 2.0
3: c1ccc2sc(SN3CCOCC3)nc2c1
    i, i, i, -9, 2, -15, 7, i, i, i, 0.2
4: CC1=CC(C)(C)N2C(=O)C3(C(C#N)=C(N)Oc4cc(C)oc(=O)c43)c3cccc1c32 (stereo not drawn)
    i, i, i, -6, 2, 12, 4, i, i, i, -0.1
5: Cc1cc(C)n(-c2nnc(C)c(=O)[nH]2)n1
    i, i, i, -25, 0, 4, 3, i, i, i, 0.0
6: O=C(O)CC1(CC(=O)NCc2csc(-c3cccs3)n2)CCCCC1
    i, i, i, 0, 16, -6, 11, i, i, i, 0.5
7: O=C1N=C(N2CCCC2)S/C1=C\c1cn[nH]c1-c1ccccc1
    i, i, i, -10, -6, 25, -20, i, i, i, -0.4
8: CC1(C)CC(=O)C(C(=O)/C=C/c2ccco2)C(=O)C1
    i, i, i, 0, -6, -73, -10, i, i, i, 0.7
9: c1ccc(-n2nnnc2Cc2nnnn2-c2ccccc2)cc1
    i, i, i, -10, 8, 10, 4, i, i, i, -0.7
10: CCc1nc(SCC(=O)NCc2ccc(F)cc2)c2c(=O)n(C)c(=O)n(C)c2n1
    i, i, i, -32, -6, 18, 3, i, i, i, -0.1
11: CCOc1ccc(S(=O)(=O)N(CC)CC(=O)NCc2ccncc2)cc1
    i, i, i, -27, -5, 11, -4, i, i, i, 0.1
12: Cc1ccnc2nc(C(=O)NC3=NCCS3)nn12
    i, i, i, 4, 2, ·, -2, i, i, i, ·
13: COc1ccc2c(c1)c(C(=O)N/N=C/c1cn(C)c3ccccc13)c(C)n2C
    i, i, i, 1, 5, 16, 5, i, i, i, -0.2
14: COC1Cc2ccccc2N(C(=O)N2CCN(CCO)CC2)c2ccccc21 (stereo not drawn)
    i, i, i, -6, -1, 6, 0, i, i, i, 0.0
15: COc1cccc(N(C(=O)c2ccco2)C(C(=O)NC2CCCC2)c2ccc(N3CCOCC3)cc2)c1 (stereo not drawn)
    i, i, i, 1, 2, 18, 2, i, i, i, 0.0
16: COc1ccc2c(c1)CC/C(=C/c1ccncc1)C2=O
    i, i, i, -22, 3, -16, -2, i, i, i, 0.6
17: COc1ccc(NC(=O)CC2SC(N)=NC2=O)c([N+](=O)[O-])c1 (stereo not drawn)
    i, i, i, -26, -3, -7, 4, i, i, i, 0.3
18: Cc1cccc(NC(=O)c2ccc(Cn3cc(C(F)(F)F)ccc3=O)cc2)c1
    i, i, i, 13, 7, 18, -4, i, i, i, -1.1
19: Cc1noc(/C=C/c2ccco2)c1S(=O)(=O)N1CCC(C(=O)Nc2ccc(Cl)cn2)CC1
    i, i, i, 1, 5, 11, 22, i, i, i, -0.3
20: CCOC(=O)c1cn(-c2c(C)n(C)n(-c3ccccc3)c2=O)c2c(F)c(F)c(F)cc2c1=O
    i, i, i, -28, 4, 13, -3, i, i, i, -0.3
21: Cc1ccc(NC(=O)C2c3ccccc3Oc3ccccc32)nc1
    i, i, i, -14, 46*, 27, 3, i, i, i, -0.1
22: CCCC1=C(C(=O)OCC)C(c2cc(Cl)cc(OC)c2OCC(=O)OCC)NC(=O)N1 (stereo not drawn)
    i, i, i, -9, 5, ·, ·, i, 22*, i, ·
23: COc1ccc2nc(C)cc(NCc3ccc(F)cc3)c2c1
    i, -8.4*, i, 16, 17, 14, 4, -6*, i, i, 1.6
24: CCc1ccc(-c2csc3ncn(Cc4ccc(C(=O)O)cc4)c(=O)c23)cc1
    i, i, i, 6, 0, -6, 21, i, i, i, -0.2
25: CSc1ccccc1NC(=O)CSc1nnc(COc2ccccc2)o1
    i, i, i, -8, -8, -4, -4, i, i, i, 0.6
26: N/C(=N\OC(=O)CCCOc1ccccc1)c1cccc(Br)c1
    i, i, i, -28, -2, -17, 8, i, i, i, -0.5
27: COc1ccc(/C=N/NC(=O)/C(=C/c2ccccc2)CCO)cc1
    i, i, i, -6, -2, -35, -1, i, i, i, 0.5
28: CC(C)(C)c1csc(NC(=O)Cn2cnc3ccccc3c2=O)n1
    i, i, i, 2, 7, 5, -8, i, i, i, -0.5
29: O=C(COC(=O)Cc1ccsc1)NC1CCCCCC1
    i, i, i, -31, -6, 8, 6, i, i, i, -0.1
30: CCNC(=O)CN1c2cccc3cccc(c23)S1(=O)=O
    i, i, i, -5, 0, 5, 3, i, i, i, 0.3
31: COC(=O)/C=C/C(=O)NCc1ccco1
    i, i, i, -19, -15, -1, -3, i, i, i, -0.7
32: Cn1c(SCC(=O)c2ccc(O)cc2O)nnc1-c1ccccc1
    i, i, i, -15, -7, -7, 24, i, i, i, -0.5
33: O=C(c1ccccc1)N(Cc1ccc2c(c1)OCO2)Cc1nc2ccccc2c(=O)[nH]1
    i, i, i, -28, 1, 3, 9, i, i, i, -0.5
34: Cc1c(Cl)cccc1NC(=S)N(CCCN1CCOCC1)Cc1cccs1
    i, i, i, -37, -4, 16, -4, i, i, i, -0.4
35: O=C(CN1CCN(Cc2ccccc2)C1=O)NCc1ccc(Cl)cc1
    i, i, i, -33, -1, 1, -11, i, i, i, 0.2
36: CCCCN(C(=O)CNC(=O)c1ccco1)C(C(=O)NC1CCCC1)c1ccc(OC)cc1 (stereo not drawn)
    i, i, i, -48, -3, -6, 4, i, i, i, -2.5
37: CCn1nnnc1SCC(=O)NNC(=O)C1CCCCC1
    i, i, i, -21, 1, 0, 28, i, i, i, 0.3
38: COCC(=O)N(Cc1cc2ccc(C)cc2[nH]c1=O)c1cccc(C)c1
    i, i, i, -15, -8, 14, -2, i, i, i, 1.0
39: Cc1ccc(-c2csc(NC(=O)c3cc([N+](=O)[O-])ccc3N3CCOCC3)n2)cc1
    i, i, i, -37, 0, -13, 2, i, i, i, -0.2
40: CS(=O)(=O)N(Cc1cc2ccccc2[nH]c1=O)C1CCCCC1
    i, i, i, -5, 4, -9, -1, i, i, i, -0.4
41: COc1ccc(C(=O)NC(=S)Nc2ccc([N+](=O)[O-])cc2C)cc1OC
    i, i, i, 16, -1, 18, -6, i, i, i, 0.1
42: CC(C)Cc1ccc(C(C)C(=N)N)cc1 (stereo not drawn)
    i, i, i, -30, 9, 4, 7, i, i, i, -0.7
43: CC(C)(C)C(=O)Nc1nnc(CCc2ccccc2)s1
    i, i, i, -128, -1, -126, 14, i, i, i, 3.4
44: COC(=O)c1ccc(Cn2nc(-c3ccc(C)cc3)ccc2=O)cc1
    i, i, i, -6, -3, -6, 8, i, i, i, -8.0
45: CCOc1ncccc1C(=O)OCC(=O)c1cc(OC)c(OC)c(OC)c1
    i, i, i, -15, -2, 2, -6, i, i, i, 0.4
46: O=C1Cc2ccccc2C(c2ccc(Br)cc2)N1 (stereo not drawn)
    i, i, i, -39, -2, 15, -8, i, i, i, -0.1
47: O=C(NCc1ccccn1)c1ccc([N+](=O)[O-])cc1
    i, i, i, -19, 8, 24, -4, i, i, i, 0.3
48: CCOc1ccccc1NC(=O)C(NCCN(C)C)c1ccccc1 (stereo not drawn)
    i, i, i, 4, 1, 7, 1, i, i, i, -0.2
49: CCCS(=O)(=O)N1CCC(C(=O)NCCN2CCC(Cc3ccccc3)CC2)CC1
    i, i, i, -1, 4, 2, 0, i, i, i, -0.3
50: CCOc1ccccc1CN1CCNC(=O)C1CC(=O)NCc1nccn1CC (stereo not drawn)
    i, i, i, -15, -5, -26, -1, i, i, i, -0.7
51: O=S1(=O)CCO[C@H]2Cc3ccccc3[C@H]2N1Cc1ccc(Cl)cc1
    i, i, i, 3, -4, 22, 5, i, i, i, -4.0
52: COc1cccc(CNC(=O)CS(=O)(=O)Cc2nc(-c3ccc(C)cc3)oc2C)c1OC
    i, i, i, 12, 6, 5, -3, i, i, i, -0.3
53: CCN1CCc2c(sc(NC(=O)c3ccc(S(=O)(=O)N4CCOCC4)cc3)c2C(=O)OC)C1
    i, i, i, -5, 2, -71, 3, i, i, i, -1.1
54: Cc1ccccc1NC(=O)Cc1nc(COC(=O)CCNS(=O)(=O)c2ccccc2)cs1
    i, i, i, ·, ·, 14, -1, i, i, i, 0.3
55: O=C(NCc1ccc(F)cc1)c1cc2ccccc2o1
    i, i, i, 13, 0, -10, -6, i, i, i, -3.1
56: Nc1nonc1C(=Nc1ccc(Br)cc1)NO
    i, i, i, -24, 2, -30, -12, i, i, i, 0.1
57: COc1ccc(/C=C/C(=O)NC(=S)Nc2ccc(S(N)(=O)=O)cc2)cc1
    i, i, i, -21, 0, -19, 3, i, i, i, ·
58: COc1ccc2oc(=O)c(C(=O)NCC3CCCO3)cc2c1 (stereo not drawn)
    i, i, i, -40, -5, -19, 2, i, i, i, 0.9
59: Cc1cc(C)c(NC(=O)CSc2nc3ncc(Cl)cc3[nH]2)c(C)c1
    i, i, i, -9, 2, 9, 0, i, i, i, -0.8
60: C(#Cc1ccc2c(c1)COc1c3ccccc3nn1-2)c1ccccc1
    i, i, i, ·, ·, -208, 0, i, i, i, 3.7

# (continued)
# Results follow in this order: TRPC6 inh, MrgX1 antag, TRPC4 agonist, KLF5 inhibitor, IEC-6 tox, aSyn 5UTR inh, SKKanGAS inh, TRPC4 inh, TRPC4 PAM, TRPC6 act, HIF activator
61: CCOC(=O)C(NC(=O)c1ccc(F)cc1)(Nc1sc2c(c1C(N)=O)CCC2)C(F)(F)F (stereo not drawn)
    i, i, i, 12, 0, -8, -14, i, i, i, 0.1
62: COc1ccccc1N(CC(O)CN1C(=O)NC(C)(C)C1=O)S(=O)(=O)c1ccc(C)cc1 (stereo not drawn)
    i, i, i, -1, -1, 1, 7, i, i, i, 0.0
63: Cc1ccc(S(=O)(=O)c2nc(-c3ccco3)oc2N2CCC(C)CC2)cc1
    i, i, i, -12, -2, 3, 3, i, i, i, -0.3
64: COc1ccc(NC(=S)N(CCc2c(C)[nH]c3ccc(C)cc23)Cc2cccnc2)cc1
    i, i, i, 10, 1, 5, -3, i, i, i, 0.1
65: CC(=O)C(C(C)=O)C(NC(=O)c1cccnc1)(C(F)(F)F)C(F)(F)F
    i, i, i, 5, -3, 11, -1, i, i, i, 0.0
66: CCOc1ccc(NC(=O)CN2C(=O)C3CC=CCC3C2=O)cc1 (stereo not drawn)
    i, i, i, -16, -2, -26, 9, i, i, i, -0.5

# High-throughput results: PubChem, several laboratories
